High-throughput results (PubChem)
Siah-1 displacement: blockers of Siah-1 interaction with plectin peptide – biochemical, fluorescence polarization, rhodamine-plectin, uHTS, primary screen (AID 1817) | Siah-1 / rhodamine-plectin peptide fluorescence polarization; higher % means a stronger effect | displacement, % at 20 µM, or IC50 in µM where a hit was titrated | actives 0.02% (n = 290,000);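 active means displacement of at least 50% at 20 µM, with a fluorescence ratio check between 0.3 and a set limit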;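 further: plate controls were Siah plus tracer with DMSO for no effect and tracer alone without Siah for full effect; strong numbers were not always called active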
Rac1 GTP hydrolysis: MgcRacGAP GTPase-activating activity inhibitors, confirmation, biochemical, ADP Hunter fluorescence; MgcRacGAP-stimulated Rac1 GTP hydrolysis, ADP Hunter fluorescence; higher % means a stronger effect; GST-tagged Rac1 F28L mutant substrate; inhibition, % at 30 µM, or IC50 in µM where a hit was titrated; actives 0.6% (n = 340,000);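 active means first-screen hits whose inhibition reached a set limit at any dose in the follow-up dose series; inconclusive means inhibition above the set first-screen limit but never retested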;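 further: fluorescence reports GDP produced by GAP-driven GTP hydrolysis; strong numbers were not always called active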
LYP phosphatase: PTPN22 lymphoid phosphatase activity blockers – biochemical, fluorescence intensity, uHTS (AID 1779); recombinant LYP phosphatase, fluorescence intensity; higher % means a stronger effect; actives 0.054% (n = 290,000); inhibition, % at 11.5 µM, or IC50 in µM where a hit was titrated; in the data active means inhibition above about 50%;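 further: plate controls were vehicle with enzyme for no effect and no enzyme for full effect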
HIV peptide binding: inhibitors of HIV fusion peptide binding, primary screen, biochemical, uHTS, fluorescence dequenching (AID 1986); cell-free peptide binding, fluorescence dequenching, 30 min; higher % means a stronger effect; one-dose inhibition, % at 20 µM; IC50 in µM for titrated hits; actives 0.3% (n = 290,000); in the data active means inhibition mostly above about 52%, no sharp cut-off; inactive means mostly below about 76%; further: some results filed as inactive read as strong as hits
GPR35 antagonists: inhibition of zaprinast-stimulated GPR35 beta-arrestin translocation – imaging, U2OS, beta-arrestin-GFP, zaprinast agonist, primary screen (AID 2058). U2OS GPR35 beta-arrestin-GFP translocation imaging, zaprinast antagonism; higher % means a stronger effect. inhibition, % at 10 µM; hits with a dose series show IC50 in µM. actives 0.052% (n = 290,000);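 active means inhibition of at least 50% with at least 30 cells and total cytoplasm GFP at most 10,000,000; inconclusive means under 30 cells or total GFP of 10,000,000 plus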
NTR1 ag: agonists of NTR1, primary screen, imaging, U2OS cells, beta-arrestin-GFP, high content (AID 493036) | NTR1-U2OS beta-arrestin-GFP spot imaging, agonist mode | activation, % at 20 µM | P30989 | actives 0.17% (n = 330,000);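 active means activation at or above 40% of the spot to cytoplasm intensity ratio, with at least 20 cells analyzed; inconclusive means wells under 20 cells, flagged as cytotoxic or low count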;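 further: 0% = DMSO without peptide and 100% = 100 nM NTR1 peptide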
Target sequence (P30989 whole entry, looked up): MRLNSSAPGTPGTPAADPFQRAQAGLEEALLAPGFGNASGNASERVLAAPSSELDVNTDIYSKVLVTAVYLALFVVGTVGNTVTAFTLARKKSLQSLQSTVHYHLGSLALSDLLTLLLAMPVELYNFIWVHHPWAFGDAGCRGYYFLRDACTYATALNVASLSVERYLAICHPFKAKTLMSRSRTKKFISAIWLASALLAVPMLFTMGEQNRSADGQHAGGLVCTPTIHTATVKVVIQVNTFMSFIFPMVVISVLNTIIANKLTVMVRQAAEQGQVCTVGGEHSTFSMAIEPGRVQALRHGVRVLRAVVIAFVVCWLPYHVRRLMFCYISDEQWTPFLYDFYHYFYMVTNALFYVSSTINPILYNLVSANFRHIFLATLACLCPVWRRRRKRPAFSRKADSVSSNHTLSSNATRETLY
GPR55 antagonists: GPR55 antagonists blocking LPI-driven arrestin recruitment, primary screen, imaging, U2OS, beta-arrestin-GFP, LPI agonist (AID 2013) | U2OS GPR55 beta-arrestin-GFP translocation imaging, LPI antagonism; higher % means a stronger effect | actives 0.13% (n = 290,000) | inhibition, % at 10 µM, or IC50 in µM where a hit was titrated;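 active means spots per cell inhibited over 60%, with over 100 cells counted and total cytoplasm intensity under 500,000; inconclusive means wells with under 100 cells, flagged as likely toxic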;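 further: U2OS cells stably carrying GPR55 and arrestin-GFP stimulated by 5 µM LPI near EC80; imaged beta-arrestin-GFP aggregate spots per cell after agonist stimulation; plate controls were LPI-stimulated DMSO wells for no effect and DMSO wells without LPI for full effect; some results filed as inactive read as strong as hits; confirmed hits need IC50 under 10 µM and bright autofluorescent wells are also inconclusive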
Salmonella PhoP GFP: PhoP-dependent GFP reporter repression – Salmonella Typhimurium, primary screen (AID 1863). S. Typhimurium PhoP-regulated promoter GFP reporter, 4 h; higher % means a stronger effect. inhibition, % at 50 µM; hits with a dose series show IC50 in µM. actives 0.16% (n = 300,000);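 active means inhibition over 29.93%, a cutoff 3 SD above the screen mean, later confirmed by dose response; inconclusive means inhibition over 29.93% but no dose response follow-up; inactive means inhibition at most 29.93% or unconfirmed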;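 further: 0% = low Mg2+ inducing control and 100% = high Mg2+ repressing control; strong numbers were not always called active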
Myeloid diff MLP: promotes myeloid progenitor differentiation. actives 1% (n = 360,000). ER-HoxA9 myeloid progenitors, lysozyme-GFP differentiation, flow cytometry. calls only at 10 µM;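 active means normalized GFP-positive differentiation at or above the plate's own cutoff, the solvent-only control mean plus 3 SD; inconclusive means no clear call, values can overlap the other calls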;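 further: cells exposed to compound for four days before flow analysis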
NTR1 ag cell count 20 µM: also measured in NTR1 ag; calls as there; cell count; measured here: cell count, cytotoxicity flag
Myeloid diff MLP GFP+ MAC1+ %: also measured in Myeloid diff MLP; calls as there; GFP+ MAC1+ double positive, %; measured here: differentiation confirmed by MAC1 staining
* marks the source's active call; other numbers are inactive results; i = inactive; ? = inconclusive.

Values run as follows: NTR1 ag	Myeloid diff MLP	GPR35 antagonists	Rac1 GTP hydrolysis	Myeloid diff MLP GFP+ MAC1+ %	LYP phosphatase	GPR55 antagonists	HIV peptide binding	Salmonella PhoP GFP	Siah-1 displacement	NTR1 ag cell count 20 µM
COc1ccc(-c2nc(C#N)c(NCc3ccco3)o2)cc1
 : -0.1	i	8%	5%	0.2	-8%	-1%	-1.1%	6%	0%	74
COc1ccc(NC(=O)CSc2n[nH]c(N)n2)c([N+](=O)[O-])c1
 : 0.2	i	-4%	9%	1.0	-6%	15%	-3.3%	-2%	-2%	78
COc1cccc(N2CCN(C(=O)C3CCN(S(=O)(=O)c4ccc5c(c4)CC(C)N5C(C)=O)CC3)CC2)c1 (centres undefined)
 : 0.5	i	1%	8%	1.1	-3%	15%	1.9%	-5%	-5%	80
O=C(c1cc(S(=O)(=O)N2CCOCC2)c(Cl)cc1Cl)N1CCCCC1
 : 1.4	i	-2%	2%	0.9	-14%	-3%	1.2%	3%	1%	61
O=C1CCCN1CCC1CCCCN1Cc1nc(COc2ccccc2)no1 (centres undefined)
 : -0.9	i	-1%	5%	0.7	-3%	10%	-0.2%	-3%	-2%	59
COc1cccc(C2c3[nH]c4ccccc4c3C[C@H]3C(=O)N(C)CC(=O)N23)c1 (some centres undefined)
 : -1.2	i	-11%	5%	0.8	-4%	13%	-0.4%	-4%	0%	97
N#CC1=C2SCCN2C(=O)C(C#N)C12CCCCC2 (centres undefined)
 : -3.0	i	0%	9%	0.4	-4%	?	-1.8%	-3%	-4%	87
O=C(Nc1c2c(nn1-c1ccccc1)CS(=O)C2)c1ccc(S(=O)(=O)N2CCOCC2)cc1 (centres undefined)
 : 0.8	i	-2%	2%	0.4	-2%	7%	-0.6%	6%	-3%	92
CN(O)/C=N/C(=S)Nc1ccc(Cl)cc1Cl
 : 3.0	i	-6%	5%	0.7	-6%	0%	-0.1%	3%	2%	38
COc1cc(/C=N/NC(=O)c2ccc(COc3cc(C)ccc3C(C)C)cc2)cc(OC)c1O
 : 7.0	i	6%	4%	1.7	5%	8%	1.4%	-20%	-3%	39

Rewritten tab-delimited: part of the list above.
canonical_smiles	NTR1 ag	Myeloid diff MLP	GPR35 antagonists	Rac1 GTP hydrolysis	Myeloid diff MLP GFP+ MAC1+ %	LYP phosphatase	GPR55 antagonists	HIV peptide binding	Salmonella PhoP GFP	Siah-1 displacement	NTR1 ag cell count 20 µM
O=C(c1cc(S(=O)(=O)N2CCOCC2)c(Cl)cc1Cl)N1CCCCC1	1.4	i	-2%	2%	0.9	-14%	-3%	1.2%	3%	1%	61
O=C1CCCN1CCC1CCCCN1Cc1nc(COc2ccccc2)no1 (centres undefined)	-0.9	i	-1%	5%	0.7	-3%	10%	-0.2%	-3%	-2%	59

Some entries already given, reduced to Myeloid diff MLP GFP+ MAC1+ %.
structure	Myeloid diff MLP GFP+ MAC1+ %
COc1cccc(N2CCN(C(=O)C3CCN(S(=O)(=O)c4ccc5c(c4)CC(C)N5C(C)=O)CC3)CC2)c1 (centres undefined)	1.1
O=C(c1cc(S(=O)(=O)N2CCOCC2)c(Cl)cc1Cl)N1CCCCC1	0.9
O=C1CCCN1CCC1CCCCN1Cc1nc(COc2ccccc2)no1 (centres undefined)	0.7
